# Assay outcomes deposited in PubChem by several laboratories.
# NCOA2 inhibitor – inhibits human steroid receptor coactivator 2; Q15596; HEK293 GAL4-SRC2 luciferase reporter, luminescence; inhibition, % at 9 µM; 370,000 compounds, 0.17% hits; AID 651957;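 active means inhibition above the mean inhibition of all tested compounds plus 3 SD, set per campaign, cut at about 52% in these data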;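 further: 0% = DMSO treated cells and 100% = cells given Gossypol at 36 µM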
# NCOA1 inh – inhibitors of human steroid receptor coactivator 1 (SRC1); HEK293 GAL4-SRC1 luciferase reporter, luminescence; 360,000 compounds, 0.12% hits; inhibition, % at 3.6 µM; Q15788;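 active means inhibition above the campaign mean plus 3 SD, with each screening campaign given its own cutoff, cut at about 60% in these data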;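 further: 0% = DMSO treated cells and 100% = gossypol at 36 µM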
# LRH-1 inv ag – inverse agonists of human LRH-1 (NR5A2); O00482; HEK293T StAR-luciferase reporter, LRH-1 transfected, 24 h; inhibition, % at 3.6 µM; 360,000 compounds, 0.13% hits; AID 602396;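 active means inhibition above the mean inhibition of all tested compounds plus 3 SD, cut at about 73% in these data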;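 further: 0% = DMSO wells and 100% = reporter-only cells lacking LRH-1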
# Target sequence (O00482 whole entry, looked up): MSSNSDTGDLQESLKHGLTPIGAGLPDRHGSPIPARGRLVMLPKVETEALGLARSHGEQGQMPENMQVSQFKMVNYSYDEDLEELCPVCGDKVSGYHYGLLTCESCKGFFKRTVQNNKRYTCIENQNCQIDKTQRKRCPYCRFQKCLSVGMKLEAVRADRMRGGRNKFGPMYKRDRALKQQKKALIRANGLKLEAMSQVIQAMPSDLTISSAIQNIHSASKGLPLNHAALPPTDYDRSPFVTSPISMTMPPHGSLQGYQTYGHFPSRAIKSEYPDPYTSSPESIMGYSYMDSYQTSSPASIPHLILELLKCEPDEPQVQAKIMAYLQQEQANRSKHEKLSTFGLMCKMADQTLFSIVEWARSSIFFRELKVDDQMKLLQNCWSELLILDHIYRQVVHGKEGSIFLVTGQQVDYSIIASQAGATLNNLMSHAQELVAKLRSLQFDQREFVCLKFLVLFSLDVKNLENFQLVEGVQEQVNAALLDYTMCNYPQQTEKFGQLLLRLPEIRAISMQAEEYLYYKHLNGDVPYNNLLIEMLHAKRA
# COUP-TFII inh – blocks human COUP-TFII nuclear receptor. HEK293T NGFI-A luciferase reporter, luminescence. inhibition, % at 8.6 µM. P24468. 370,000 compounds, 0.7% hits;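 active means inhibition above a per-plate cutoff, mean inhibition of test wells between control levels plus 3 SD, cut at about 38% in these data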;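 further: cells cotransfected with COUP-TFII expression vector driving the NGFI-A reporter; 0% = median of COUP-TF2 test wells and 100% = reporter-only cells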
# NCOA3 inh – human NCOA3 inhibition; HEK293 GAL4-SRC3 luciferase reporter, luminescence; inhibition, % at 3.6 µM; 360,000 compounds, 0.17% hits; AID 588352;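 active means inhibition above a per-campaign cutoff, the mean of all compounds plus 3 SD, cut at about 60% in these data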;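 further: 0% = DMSO-treated cells and 100% = gossypol-treated cells at 36 µM; higher means less SRC3-driven luciferase light from the GAL4 reporter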
# EBV LMP1 NFkB – inhibitors of Epstein-Barr LMP1-induced NF-kappaB reporter; LMP1-induced NF-kappaB luciferase reporter cells, luminescence; inhibition, % at 12.5 µM; 350,000 compounds, 0.69% hits; AID 504558; in the data active means inhibition above about 41%;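 further: 0% = neutral control wells and 100% = reference inhibitor control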
# ABHD5-PLIN5 inh – blocks binding of human ABHD5 to perilipin-5; Q00G26+Q8WTS1; Split G. princeps luciferase complementation, luminescence, 4 h; inhibition, % at 4 µM; 360,000 compounds, 0.78% hits; AID 602281;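 active means inhibition above the mean inhibition across every tested compound plus 3 SD, cut at about 22% in these data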;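 further: 0% = DMSO only wells and the 100% control is not disclosed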
# TLR9-MyD88 block – TLR9-MyD88 interaction inhibition. Q9NR96+Q99836. 340,000 compounds, 0.21% hits. inhibition, % at 4.98 µM. CHO BLA complementation TLR9-MyD88, CCF4 FRET ratio;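 active means inhibition above the mean over all tested compounds plus 3 SD, cut at about 21% in these data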;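 further: 0% = DMSO only wells and 100% = clavulanate BLA inhibitor control wells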
# MC4R antagonist – antagonists of human melanocortin 4 receptor (MC4R); MC4R-expressing cells, MTII-stimulated cAMP, LANCE TR-FRET; AID 540295; 360,000 compounds, 0.48% hits; inhibition, % at 6.5 µM;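 active means inhibition above its plate's cutoff, the mean of tested wells on that plate plus 3 SD, cut at about 29% in these data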;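 further: 0% = Melanotan II alone and 100% = Melanotan II plus saturating MCL0020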
# Target sequence (P32245 whole entry, looked up): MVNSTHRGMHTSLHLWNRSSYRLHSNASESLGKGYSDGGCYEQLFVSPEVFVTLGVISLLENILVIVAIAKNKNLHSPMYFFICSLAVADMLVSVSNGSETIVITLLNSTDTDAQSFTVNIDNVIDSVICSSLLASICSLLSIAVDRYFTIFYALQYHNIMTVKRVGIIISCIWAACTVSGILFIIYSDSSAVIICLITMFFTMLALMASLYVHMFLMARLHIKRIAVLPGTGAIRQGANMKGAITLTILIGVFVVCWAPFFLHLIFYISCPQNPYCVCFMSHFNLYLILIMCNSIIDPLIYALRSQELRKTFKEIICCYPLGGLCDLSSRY
#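 Assay system: U2OS cells stably expressing human melanocortin 4 receptor (MC4R) / Dosing: 6.5 µM / Timing: compound 30 min, challenge 1 h, detection 1 h / Measured by: Eu-cAMP/anti-cAMP TR-FRET, emission 671 nm / Replicates: singlicate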
# MC4R barr agon – activates human MC4R beta-arrestin recruitment; P32245; U2OS MC4R beta-arrestin complementation, luminescence; percent of melanotan II response, DMSO zero; activation, % at 8.9 µM; 360,000 compounds, 0.98% hits;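 active means activation above a per-plate cutoff, the mean activation of sample wells on that plate plus 3 SD, cut at about 8% in these data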
# NOD2 RIPK2 PPI – blocks binding of human NOD2 to RIPK2 | 360,000 compounds, 0.38% hits | inhibition, % at 4.98 µM | O43353 | CHO BLA complementation NOD2-RIPK2, CCF4 ratio; in the data active means inhibition above about 21%;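 further: 0% = vehicle only and 100% = reference blocker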
# * = called active by the depositor; nt = not tested or not shown.
# The first ten records, to show the layout:
SMILES,NCOA2 inhibitor,NCOA1 inh,LRH-1 inv ag,COUP-TFII inh,NCOA3 inh,EBV LMP1 NFkB,ABHD5-PLIN5 inh,TLR9-MyD88 block,MC4R antagonist,MC4R barr agon,NOD2 RIPK2 PPI
O=C(CSc1nnc(-c2ccco2)o1)c1ccccc1,-38,-40,-41,-19,-22,-11,-3,-10,4,-0.6,-5
OCCC1CN(CC#Cc2ccccc2)CCN1C1CCCC1 (stereo not given),-5,6,-14,3,4,-3,1,-2,-4,1.1,-16
COc1ccc(OC)c(NC(=S)N2CCN(C/C=C/c3ccccc3)CC2)c1,-2,-33,8,-1,9,3,-1,2,21,-2.2,-8
COc1cc(NC(=O)c2ccccc2F)c(OC)cc1NC(=O)CN1CCOCC1,4,7,13,2,3,-2,2,-3,0,-0.5,-7
Cc1ccc(OCC(=O)NNC(=O)c2cc(S(=O)(=O)N(C)C)ccc2N2CCCC2)cc1,-28,-1,-10,-17,6,-7,-10,-11,-11,-1.4,-3
COc1cc(C(=O)Nc2cccc(S(=O)(=O)N3CCCC3)c2)c([N+](=O)[O-])cc1OC,10,-13,3,6,2,-13,0,10,0,-5.0,2
C[N+]1=C2CCCCCN2C(O)(c2ccccc2)C1 (stereo not given),9,8,8,7,10,1,-4,2,1,-2.4,-3
O=C(Nc1ccc(S(=O)(=O)N2CCCC2)cc1)c1ccc(OCC2CCCO2)cc1 (stereo not given),22,-16,24,38*,-5,12,-3,-9,-1,-1.1,2
O=C(Nc1ccc(N2CCOCC2)cc1N1CCOCC1)c1ccc([N+](=O)[O-])cc1,20,0,-8,-8,1,2,2,-7,5,-0.5,2
O=C(O)Cc1ccc(O)c(F)c1,10,9,-16,-6,15,3,-7,5,9,1.1,-5

# The list itself, repeating the preview:
SMILES,NCOA2 inhibitor,NCOA1 inh,LRH-1 inv ag,COUP-TFII inh,NCOA3 inh,EBV LMP1 NFkB,ABHD5-PLIN5 inh,TLR9-MyD88 block,MC4R antagonist,MC4R barr agon,NOD2 RIPK2 PPI
O=C(CSc1nnc(-c2ccco2)o1)c1ccccc1,-38,-40,-41,-19,-22,-11,-3,-10,4,-0.6,-5
OCCC1CN(CC#Cc2ccccc2)CCN1C1CCCC1 (stereo not given),-5,6,-14,3,4,-3,1,-2,-4,1.1,-16
COc1ccc(OC)c(NC(=S)N2CCN(C/C=C/c3ccccc3)CC2)c1,-2,-33,8,-1,9,3,-1,2,21,-2.2,-8
COc1cc(NC(=O)c2ccccc2F)c(OC)cc1NC(=O)CN1CCOCC1,4,7,13,2,3,-2,2,-3,0,-0.5,-7
Cc1ccc(OCC(=O)NNC(=O)c2cc(S(=O)(=O)N(C)C)ccc2N2CCCC2)cc1,-28,-1,-10,-17,6,-7,-10,-11,-11,-1.4,-3
COc1cc(C(=O)Nc2cccc(S(=O)(=O)N3CCCC3)c2)c([N+](=O)[O-])cc1OC,10,-13,3,6,2,-13,0,10,0,-5.0,2
C[N+]1=C2CCCCCN2C(O)(c2ccccc2)C1 (stereo not given),9,8,8,7,10,1,-4,2,1,-2.4,-3
O=C(Nc1ccc(S(=O)(=O)N2CCCC2)cc1)c1ccc(OCC2CCCO2)cc1 (stereo not given),22,-16,24,38*,-5,12,-3,-9,-1,-1.1,2
O=C(Nc1ccc(N2CCOCC2)cc1N1CCOCC1)c1ccc([N+](=O)[O-])cc1,20,0,-8,-8,1,2,2,-7,5,-0.5,2
O=C(O)Cc1ccc(O)c(F)c1,10,9,-16,-6,15,3,-7,5,9,1.1,-5
COc1cccc(/C=N/NC(=O)c2[nH]nc3c2CCc2ccccc2-3)c1O,nt,37,-15,nt,47,69*,2,-13,3,2.1,1
CCOC(=O)C1=C(C)NC2=C(C(=O)OC2)C1c1ccccc1 (stereo not given),-33,5,7,3,9,-4,4,-4,10,-3.2,-4
CCc1ccc(C2N3CC4([N+](=O)[O-])CN2CC([N+](=O)[O-])(C3)C4(C)C)cc1 (stereo not given),-18,-10,1,1,22,0,-1,-1,-7,-1.5,-75
O=C1Nc2ccccc2-n2nnnc2C1N1CCN(c2ccc(F)cc2)CC1 (stereo not given),15,nt,-4,-2,nt,nt,0,nt,nt,nt,-3
COc1ccc(S(=O)(=O)Nc2cccc(N(C)S(C)(=O)=O)c2)cc1C,-26,-9,6,6,-5,-1,-2,-11,2,-2.5,-6
O=Cc1c(NCCN2CCCC2)c2ccccc2[nH]c1=O,-40,-7,2,-4,-6,-7,-4,3,12,-0.4,-19
CC(C)(C)c1nc2ccc([N+](=O)[O-])cc2[nH]1,-13,7,-18,6,22,3,0,-1,2,-1.5,2
Cc1ccccc1-n1nc(-c2cccnc2)cc1C(=O)NN,-15,5,1,15,4,3,-6,-1,0,-0.4,10
CC(c1ccco1)N(C(=O)c1ccccc1NS(=O)(=O)c1cccc([N+](=O)[O-])c1)c1ccccn1 (stereo not given),nt,2,13,nt,14,9,3,3,30*,-1.2,-8
CC(C)C1CC(CCN)(Cc2ccccc2)CCO1 (stereo not given),-16,6,12,0,1,3,2,nt,0,-0.9,0
COCCN(C(=O)c1csnn1)C(C(=O)NC(C)(C)C)c1cccc(OC)c1 (stereo not given),14,-40,-6,-3,-7,-6,0,9,-2,-1.6,3
COc1ccc(CC2(CO)CCN(S(=O)(=O)N(C)C)CC2)cc1,-22,-2,-2,4,-1,8,-5,3,7,-1.5,5
COc1cc(NC(=S)NC(=O)c2ccco2)ccc1NC(=O)C(C)C,1,-18,1,-16,-3,-8,-3,-6,-9,-3.8,10
CC(=O)N1c2ccccc2NC(=O)C1(C)C,4,-3,-11,6,1,6,3,-2,11,-1.6,-4
COC(=O)Cn1cc(S(=O)(=O)NCc2ccc(C)cc2)c2cc([N+](=O)[O-])ccc21,14,-4,12,13,2,nt,1,3,6,-1.8,-2
CC1=C(C(=O)N2CCOCC2)CC(CC(=O)NCc2ccco2)C(=O)N1Cc1ccc(F)cc1 (stereo not given),-8,-7,-5,-1,2,4,5,12,1,-1.0,-3
O=C(Nc1cccc2ncccc12)c1cc2ccccc2o1,-13,6,-26,6,3,0,-3,-12,-3,-1.1,-2
O=C(O)c1cc2c(s1)-c1ccccc1OC2,-9,-8,2,-17,11,-18,-2,9,-1,-2.2,-6
Cn1nnc(NC(=S)NC(=O)c2cccc3c(Br)cccc23)n1,-9,8,-28,-7,0,1,-10,1,2,-4.4,-8
CC(=O)OC(CC(=O)O)C[N+](C)(C)C (stereo not given),-3,-20,-17,-6,8,-5,-8,3,13,0.3,-8
NS(=O)(=O)c1cccc(NC(=O)Cn2cnc3ccccc3c2=O)c1,5,-3,-32,-7,9,4,-1,-11,14,0.8,3
Cc1noc(C)c1C(=O)OCC(=O)N1CCN(S(=O)(=O)c2ccc3ccccc3c2)CC1,-13,-8,5,7,-15,0,-4,-14,-7,-0.6,-8
Cc1ccc2cc(CN(CC3CCCO3)S(=O)(=O)c3ccccc3)c3nnnn3c2c1 (stereo not given),-17,-25,-21,-5,-31,-6,6,-2,3,-1.8,7
Fc1ccccc1NC(=S)NNc1ncc(C(F)(F)F)cc1Cl,31,1,-1,10,-6,2,-6,-8,2,-2.0,0
CCOCN(C(=O)Cn1c(COC)nc2ccccc21)c1c(C)cccc1CC,-6,-15,18,1,-12,6,1,0,8,-0.9,-3
C#CCOCCOCCOCCNc1nc(N2CCN(C(=O)[C@H](CCC(=O)O)n3cc(C(N)CO)nn3)CC2)nc(N2CCN(C(=O)[C@H](CCC(=O)O)n3cc(C(N)[C@H](C)CC)nn3)CC2)n1 (stereo not given in full),nt,9,7,nt,-2,4,-1,0,4,-2.0,-3
CCCc1c(C(=O)N/N=C/C=C/c2ccccc2)nnn1-c1nonc1N,-14,0,-6,-4,0,4,0,5,-9,1.4,-4
CCCC(C(=O)NC(C)(C)CC)N(CC1CCCO1)C(=O)CNS(=O)(=O)c1ccc(F)cc1 (stereo not given),-4,-2,15,5,-12,2,-8,-11,0,-2.2,5
COc1cc2c(cc1OC)CN(CC(=O)Nc1ccc(C)c(C)c1)CC2,-15,-8,-7,3,-7,7,-6,-16,-6,-0.7,4
O=C(c1nc2ncccn2n1)N1CCN(c2ccccc2)CC1,-38,-12,20,1,25,0,-7,0,-3,-0.7,3
O=C(Nc1cccc(OCC(=O)N2CCOCC2)c1)c1ccc(C(F)(F)F)cc1,-25,-15,-32,6,5,0,-10,0,8,0.1,3
Cn1nnnc1Sc1c(Cl)cccc1[N+](=O)[O-],14,-11,26,0,1,-4,1,-3,18,-2.8,-9
COCCCNc1nc2nonc2nc1N(C)CC1CCCN1C (stereo not given),25,-24,11,-14,13,0,4,-7,9,-1.3,-7
CCSc1nnc(-c2cccc(S(=O)(=O)N(C)C)c2)n1-c1cc(OC)ccc1OC,-24,4,12,11,-1,7,-5,-2,6,-1.0,-13
CCOc1ccc(-c2cn(-c3cccc(SC)c3)c(=O)[nH]2)cc1,-27,-26,-5,0,-5,4,-10,0,-8,1.6,-1
Cc1ccc(S(=O)(=O)N2CCN(C(=O)c3cc(S(=O)(=O)N4CCOCC4)ccc3F)CC2)cc1,-10,1,1,9,7,-6,3,2,5,0.1,-18
COc1ccc(CCNC(=O)CCCn2c(=O)c3cccn3c3cccnc32)c(OC)c1,-10,-23,10,-1,11,1,2,9,0,-0.4,-5
COc1cc(CN2CCCC(C)C2)cc([N+](=O)[O-])c1O (stereo not given),-4,0,8,4,10,3,5,8,-6,-3.5,2
CC1CCN(c2nc(N(C)c3ccccc3)nc(N)c2[N+](=O)[O-])CC1,2,-4,-7,-5,-15,-12,-1,7,1,0.8,-12
NC(=O)c1c(N)sc2c1CCCCC2,-15,-3,-10,-10,17,-1,-16,-24,1,0.3,0

# A portion of the library. The share of hits here may be higher or lower than overall.
